From PubChem
IL1B NFkB inh: inhibitors of IL-1B driven NFkB p65 nuclear import, primary screen, imaging, HUVEC, IL-1B stimulus, high-content imaging. HUVEC IL-1B NFkB p65 nuclear translocation imaging. inhibition, % at 2 µM. hit rate 0.43% among 94,000;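 active = inhibition above about 30% together with a positive call from visual inspection of the well image, limit read from the data; inconclusive = inhibition above a set limit but visual check negative; inactive = inhibition not above a set limit, visual check negative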;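 note: nuclear over cytoplasmic p65 intensity ratio measured by imaging; 0% = IL-1B stimulated DMSO wells and 100% = unstimulated DMSO wells; values of inactives mirror those of a sister screen read the other way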
PLAP inhibition: PLAP enzyme inhibitors, biochemical, luminescence, HTS (AID 690). Alkaline phosphatase, placental type (Homo sapiens). purified PLAP, luminescent substrate; higher % means a stronger effect. inhibition, % at 20 µM; hits with a dose series show IC50 in µM. hit rate 0.08% among 96,000; in the data active = a potency from the dose series; inactive = the rest, 99 in 100 with inhibition below about 30%; note: strong numbers were not always called active
MRP resist rev: reversal of MRP1-mediated doxorubicin resistance, primary screen, H69AR cells, doxorubicin co-treatment. H69AR cells + 2 uM doxorubicin, CellTiter-Glo, 72 h. differential viability (reversal), % at 10 µM. hit rate 0.04% among 85,000;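 active = viability drop by adding the cancer drug above about 55%, with treated viability meeting a 40% cutoff, limit read from the data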;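 note: viability without doxorubicin minus viability with 2 µM doxorubicin for each compound; larger differential means the compound sensitizes cells more to doxorubicin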
Bcl-B displacement: displacers of TR3 peptide from Bcl-B, primary screen, selectivity assay for Bfl-1 inhibitor project, biochemical, fluorescence polarization; FP displacement of FITC-TR3 peptide from Bcl-B; higher % means a stronger effect; one-dose displacement, % at 20 µM; IC50 in µM for titrated hits; hit rate 0.11% among 96,000; AID 748, 2007;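 active = displacement above 50% at 20 µM plus a fluorescence interference ratio under 1.5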;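 note: plate controls were wells without compound for no effect and wells lacking Bcl-B protein for full effect; a part of the inactive calls stands beside numbers as strong as those of hits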
IL1B NFkB pot: enhancers of NFkB p65 translocation in HUVEC – imaging, IL-1B stimulus, high-content imaging, primary screen; HUVEC IL-1B NFkB p65 nuclear translocation imaging; AID 819, 2007; hit rate 0.3% among 94,000; activation, % at 2 µM;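 active = activation above 40%, about the mean plus 3 SD, also judged a hit on visual image review; inconclusive = activation above 40% but not a hit on visual review; inactive = activation not above 40% and no visual hit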;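 note: percent activation is computed from the nuclear over cytoplasmic p65 intensity ratio; values of inactives mirror those of a sister screen read the other way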
MRP resist rev cytotoxicity: recorded beside MRP resist rev, whose call it bears; viability, %; H69AR cells, CellTiter-Glo, 72 h; measured here: cytotoxicity without doxorubicin
MRP resist rev with doxorubicin: recorded beside MRP resist rev, whose call it bears; viability, %; measured here: viability with 2 uM doxorubicin; hits give low values
IL1B NFkB inh cell count 2 µM: second read-out of IL1B NFkB inh, no call of its own (marks repeat the call); cell count; measured here: cells passing quality filter;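 raw number of nuclei counted in each imaged well without normalization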
IL1B NFkB pot cell count 2 µM: recorded beside IL1B NFkB pot, whose call it bears; cell count; measured here: cells passing quality filter
An asterisk follows results filed as active; ? = inconclusive; nt = no result given.

SMILES	IL1B NFkB inh	IL1B NFkB inh cell count 2 µM	PLAP inhibition	MRP resist rev	MRP resist rev cytotoxicity	MRP resist rev with doxorubicin	Bcl-B displacement	IL1B NFkB pot	IL1B NFkB pot cell count 2 µM
COc1ccc(C(C(=O)NC2CCCC2)N(C(=O)c2ccco2)c2ccc(OC)c(OC)c2)cc1 (configuration not stated)	0.3	118	nt	7.2	96.1	89.0	nt	-0.3	118
CC(C)CCNC(=O)CN(C(=O)Cn1nnc(-c2ccc(F)cc2)n1)C1CCCC1	-12.8	140	9.0%	11.8	98.5	86.8	-4.9%	12.8	140
Cc1cccn2cc(CSc3ccccc3N)nc12	-8.4	47	14.9%	-0.9	85.1	86.1	4.6%	8.4	47
COc1ccc2c(c1)[nH]c1c(=O)n(Cc3ccccn3)cnc12	10.6	175	16.9%	-9.6	89.0	98.6	6.1%	-10.6	175
CCOC(=O)C1=C(C)NC(=O)NC1c1ccc(OCC(=O)OC)c(OC)c1 (configuration not stated)	nt	nt	-14.0%	14.1	90.8	76.7	3.7%	nt	nt
CNC(=O)c1nn(-c2ccc(C)cc2)ccc1=O	3.5	116	-7.4%	nt	nt	nt	-0.9%	-3.5	116
COCc1nc2ccccc2n1Cc1ccc(Br)cc1	-25.7	165	-1.8%	nt	nt	nt	-8.3%	25.7	165
COc1ccc(S(=O)(=O)N(C)CC(=O)N2CCN(Cc3ccccc3)CC2)cc1C	-3.1	93	-98.3%	16.8	93.7	76.9	-0.3%	3.1	93
Cc1cc(C(=O)CNCc2ccco2)c(C)n1-c1ccc(F)cc1	7.2	104	-49.1%	10.2	94.5	84.3	0.4%	-7.2	104
CCCCCCC/C(C)=N/NC(=O)CC(=O)NCCc1ccccc1	1.2	177	14.2%	nt	nt	nt	-7.6%	-1.2	177
CCN(CCCNC(=O)CCc1nc(-c2ccc(OC)cc2)no1)c1cccc(C)c1	-7.8	68	-49.8%	0.9	84.3	83.4	0.4%	7.8	68
O=C1CCCN1c1ccc(S(=O)(=O)N2CCN(c3ccccn3)CC2)cc1	-14.4	149	3.4%	1.4	93.7	92.3	4.5%	14.4	149
CCOP(=O)(OCC)c1nc(/C=C/c2ccccc2)oc1NCc1ccccc1	-21.0	157	-8.2%	11.9	74.4	62.5	-6.2%	21.0	157
CC(=O)c1c(C)[nH]c(C(=O)CSc2nc3ccc(C)cc3[nH]2)c1C	0.5	139	-67.1%	-1.9	75.6	77.5	-13.1%	-0.5	139
Cn1ncc2c(Nc3ccc4ccccc4c3)ncnc21	-1.4	126	9.7%	2.1	77.0	74.8	-8.3%	1.4	126
O=C(Cc1cccs1)NCc1ccc2c(c1)OCO2	28.2	34	25.7%	-2.2	102.3	104.4	-2.3%	-28.2	34
OC(CN1CCN(c2ccccc2)CC1)Cn1c2ccccc2c2ccccc21 (configuration not stated)	-18.6	144	14.1%	-10.5	51.5	62.0	4.6%	18.6	144
O=C(CCSc1nc2ccccc2o1)N1CCOCC1	-27.3	133	nt	5.8	99.9	94.1	nt	27.3	133
O=C(c1ccccc1)c1ccc2nc(-c3ccc(NC(=O)c4ccccc4Br)cc3)[nH]c2c1	-7.6	120	nt	nt	nt	nt	-1.4%	7.6	120
CC1Cc2ccccc2N1C(=O)c1cnc2n(c1=O)CCS2 (configuration not stated)	nt	nt	-15.6%	2.3	97.0	94.7	20.8%	nt	nt
Cc1ccc(S(=O)(=O)Nc2cc(C(=O)NCCN(C)C)ccc2N2CCCCC2)cc1	-5.6	154	-47.3%	6.8	75.4	68.6	0.6%	5.6	154
Cc1ccc(-c2noc(CCC(=O)Nc3ccc(C)cn3)n2)cc1	-11.0	143	-11.6%	-11.5	91.3	102.8	-4.2%	11.0	143
COc1ccccc1/C=C/C1(C(=O)NC2CCCC2)CC(=O)N1c1ccc(C)cc1 (configuration not stated)	-53.3	115	nt	0.5	2.1	1.6	nt	?	nt
Cc1nn(CCC(=O)NNC(=S)Nc2ccc(Cl)cc2)c(C)c1[N+](=O)[O-]	-40.0	102	nt	10.6	83.3	72.7	nt	40.0	102
Cc1ccccc1C(=O)c1c[nH]c(C(=O)NCc2cccs2)c1	-4.6	128	-12.4%	nt	nt	nt	-2.4%	4.6	128
COc1cccc(-c2csc(N3CCN(CC(=O)NNC(=O)c4ccc(Br)cc4)CC3)n2)c1	-2.5	109	0.6%	nt	nt	nt	14.7%	2.5	109
Cc1ccccc1CN1CCN(S(=O)(=O)c2ccc(F)cc2)CC1	3.7	105	nt	2.1	95.6	93.5	nt	-3.7	105
COc1cccc(N2C(=O)C3C(C2=O)C2C=CC3C23CC3)c1 (configuration not stated)	-4.7	171	14.1%	nt	nt	nt	0.0%	4.7	171
CNCCCc1[nH]nc(N)c1C#N	-2.2	181	nt	2.6	99.2	96.5	4.1%	nt	nt
CCOC(=O)C1=C(C)NC(C)=C(C(=O)OCC)C1C(=O)OCC(=O)N1CCCCC1CC (configuration not stated)	-41.5	182	-58.6%	7.5	91.0	83.5	-5.7%	?	nt
CC(=O)N1c2ccccc2C(=O)C1N1CCCCC1 (configuration not stated)	nt	nt	-0.9%	-7.6	87.6	95.2	12.0%	nt	nt
CC(C)C1C(C#N)=C(N)Oc2n[nH]c(-c3cccs3)c21 (configuration not stated)	-4.0	141	6.0%	23.1	105.1	82.0	-6.5%	4.0	141
COc1ccc(N2CCN(S(=O)(=O)c3cccc4cccnc34)CC2)cc1	-16.6	41	-38.8%	23.9	102.8	78.9	12.4%	16.6	41
COc1ccc(CN(C)CC(=O)c2c(N)n(Cc3ccccc3)c(=O)n(C)c2=O)c(OC)c1	11.5	89	-45.5%	nt	nt	nt	-0.9%	-11.5	89
COc1ccc(NC(=O)c2c(C(F)(F)F)nn(C)c2SCc2ccccc2)cc1	nt	nt	19.0%	nt	nt	nt	2.6%	nt	nt
CCCOc1ccc(CC(=O)NCc2ccco2)cc1OC	3.0	115	-25.3%	2.2	92.9	90.8	-3.4%	-3.0	115
Clc1c(-c2nnc3n2CCCCC3)sc2ccccc12	nt	nt	3.8%	9.1	90.8	81.6	18.2%	nt	nt
O=C(Nc1ccccc1)c1cccnc1Nc1ccccc1	-35.6	147	15.2%	nt	nt	nt	-7.0%	35.6	147
Cc1cccc(C)c1NC(=O)CN1CCNCC1	-22.2	183	-42.8%	8.7	100.7	92.0	-3.1%	22.2	183
CC(=O)c1ccc(NC(=O)CCc2c(C)nc3ncnn3c2C)cc1	12.4	94	nt	5.0	83.6	78.6	nt	-12.3	94

Whole records, quoted from the list:
COc1ccc(CN(C)CC(=O)c2c(N)n(Cc3ccccc3)c(=O)n(C)c2=O)c(OC)c1 across the screens: IL1B NFkB inh = 11.5; IL1B NFkB inh cell count 2 µM = 89; PLAP inhibition = -45.5%; MRP resist rev = nt; MRP resist rev cytotoxicity = nt; MRP resist rev with doxorubicin = nt; Bcl-B displacement = -0.9%; IL1B NFkB pot = -11.5; IL1B NFkB pot cell count 2 µM = 89
CCCOc1ccc(CC(=O)NCc2ccco2)cc1OC across the screens: IL1B NFkB inh = 3.0; IL1B NFkB inh cell count 2 µM = 115; PLAP inhibition = -25.3%; MRP resist rev = 2.2; MRP resist rev cytotoxicity = 92.9; MRP resist rev with doxorubicin = 90.8; Bcl-B displacement = -3.4%; IL1B NFkB pot = -3.0; IL1B NFkB pot cell count 2 µM = 115
Cc1cccc(C)c1NC(=O)CN1CCNCC1 across the screens: IL1B NFkB inh = -22.2; IL1B NFkB inh cell count 2 µM = 183; PLAP inhibition = -42.8%; MRP resist rev = 8.7; MRP resist rev cytotoxicity = 100.7; MRP resist rev with doxorubicin = 92.0; Bcl-B displacement = -3.1%; IL1B NFkB pot = 22.2; IL1B NFkB pot cell count 2 µM = 183

(cont.)
SMILES	IL1B NFkB inh	IL1B NFkB inh cell count 2 µM	PLAP inhibition	MRP resist rev	MRP resist rev cytotoxicity	MRP resist rev with doxorubicin	Bcl-B displacement	IL1B NFkB pot	IL1B NFkB pot cell count 2 µM
COCCCn1c(SCC(=O)Nc2ccc(C(C)=O)cc2)nc2ccccc2c1=O	0.5	112	-4.2%	18.0	108.4	90.5	2.7%	-0.5	112
O=c1[nH]c(=O)n(C2CCCCCC2)c(O)c1C=NCc1ccc(F)cc1	-4.7	112	-0.9%	-4.3	80.2	84.4	-0.1%	4.7	112
Cc1c(C(=O)OCc2ccccc2)nnn1-c1nonc1N	-1.2	152	1.7%	16.5	107.4	90.8	-2.7%	1.2	152
COC(=O)c1ccc(-c2sc3nc(N4CCOCC4)c4c(c3c2N)CCCC4)o1	7.2	46	-60.6%	0.7	83.1	82.4	-58.9%	-7.2	46
CC(C)OCCCNC(=O)Cn1nc(-c2ccccc2)ccc1=O	2.0	138	-27.2%	15.5	107.0	91.5	-3.8%	-2.0	138
Cc1ccc(SCc2[nH]nc3c2C2(C(=O)Nc4ccc(F)cc42)C(C#N)=C(N)O3)cc1 (configuration not stated)	4.3	178	-97.3%	-4.7	74.4	79.0	-10.2%	-4.3	178
Cc1cc(C(F)(F)F)nn1CC(=O)Nc1cccnc1	-3.7	111	-18.7%	-3.6	99.9	103.5	-6.3%	3.7	111
O=C(Oc1ccc(Cl)c2cccnc12)c1ccco1	-20.8	69	-60.0%	-1.1	1.3	2.4	12.5%	20.8	69
COc1ccc(CCNC(=O)C(C)OC(=O)c2ccco2)cc1OC (configuration not stated)	4.8	78	13.8%	4.2	104.9	100.7	4.0%	-4.8	78
CCn1c(SCC(=O)NCC2CCCO2)nnc1-c1ccccc1 (configuration not stated)	-4.9	182	5.6%	-3.6	91.3	94.9	4.8%	4.9	182
CC(=O)c1ccc(NC(=O)Nc2ccccc2)cc1	2.5	177	34.2%	-10.9	98.4	109.3	-5.3%	-2.5	177
CCOC(=O)c1ccccc1-c1csc(NS(=O)(=O)c2ccc(Cl)cc2)n1	0.0	159	-20.4%	nt	nt	nt	4.8%	0.0	159
O=C1CC(c2ccccc2)CC(O)=C1C=NC1CCCCC1 (configuration not stated)	7.8	139	-1.4%	nt	nt	nt	1.2%	-7.8	139
NC(=O)c1ccc(C(F)(F)F)n(Cc2c(Cl)cccc2Cl)c1=O	-3.2	119	4.3%	nt	nt	nt	-10.6%	3.2	119
COCC(=O)NC(C)c1nc2ccccc2[nH]1 (configuration not stated)	nt	nt	16.8%	-9.7	100.7	110.4	-22.2%	nt	nt
CN1CCN(C(=O)c2cc3nc(-c4ccccc4)cc(C(F)(F)F)n3n2)CC1	-15.6	127	-34.5%	6.2	102.4	96.1	0.0%	15.6	127
CCCC(=O)Nc1nc(-c2ccc(OC)cc2)cs1	?	nt	13.2%	9.1	100.4	91.4	1.2%	-67.8	121
O=C(CSc1ccc(Cl)cc1)NCC1CCCO1 (configuration not stated)	-16.3	128	12.5%	2.3	98.0	95.8	-9.8%	16.3	128
CCOC(=O)c1c(N)n(CCOC(=O)c2cccs2)c2nc3ccccc3nc12	1.4	97	-80.7%	4.1	75.9	71.8	-9.3%	-1.4	97
COc1cc(OC)cc(C(=O)N2CCCc3ccccc32)c1	4.8	151	5.2%	-15.6	75.7	91.3	0.8%	-4.8	151
CCCNC(=O)N[C@@H](CCSC)C(=O)OC	-24.0	184	15.5%	-3.5	85.4	88.9	-2.3%	24.0	184
CCCCNC(=O)c1cc(-c2ccc(F)cc2)on1	-2.4	163	nt	33.4	94.4	61.0	nt	2.4	163
Cc1nc2ccc(S(=O)(=O)NCC(=O)N3CCc4ccccc4C3)cc2s1	3.9	151	-39.9%	-0.2	73.7	73.9	2.4%	-3.9	151
CCC(C)NC(=O)c1cnc2n(c1=O)CCS2 (configuration not stated)	nt	nt	4.7%	-8.0	98.7	106.7	-4.7%	nt	nt
COCCCNC(=O)c1c(N)n(/N=C/c2ccccn2)c2nc3ccccc3nc12	6.8	100	-21.2%	nt	nt	nt	6.1%	-6.8	100
COc1ccccc1OCC(=O)OCC(=O)NCCN1C(=O)CSC1=O	1.5	142	-5.1%	6.4	95.9	89.5	-6.0%	-1.5	142

Some of the compounds tested, so the mix of outcomes need not match the whole.
